High-throughput results deposited in PubChem by National Center for Advancing Translational Sciences (NCATS).
Tb PYK inh = blocks Trypanosoma brucei pyruvate kinase; Potency, µM (doses to about 76.8 µM), for the others: top-dose activity, negative = inhibition, actives largely listed as inhibitors; 0.12% of 410,000 active; TbPYK enzyme, Kinase-Glo Plus ATP luminescence, 45 min; note: nearly all actives have a fitted effect of over 50% in size
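TbPYK + substrate in 50 mM TEA pH 7.2, 100 mM KCl, 10 mM MgCl2, 0.05% BSA, 0.01% Tween-20; cpd pinned; ADP 130 uM final; 45 min RT; Kinase-Glo Plus 10 min; luminescence endpoint.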
HCV inh = HCV inhibition; Huh7.5.1 HCVcc-Cre infection, luciferase reporter, 44 h; Potency, µM (series often up to 41.8 µM), inactives show at the highest dose activity change, negative = inhibition, usual class: inhibitors; 3.4% of 340,000 active
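1,000 cells/well; 4 h culture; + compound; + HCVcc-Cre (~0.5 moi); 44 h; luciferase substrate, RT 15 min; read 15 sec.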
Sm TGR inh = S. mansoni TGR enzyme inhibition. Q962Y6. purified TGR, DTNB reduction, TNB absorbance 405 nm. Potency, µM (series often up to 114 µM), for the others: at the top dose activity change, negative = inhibition, actives largely listed as inhibitors. 3% of 360,000 active; note: nearly all actives have a fitted effect of over 60% in size
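TGR 20 nM + NADPH 100 uM (dispensed conc.), cpd preinc 15 min RT; start with NADPH (500 uM addition) then DTNB (15 mM addition). Kinetic TNB absorbance, 405 nm filter. Four-parameter Hill fit across titration.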
Pf growth 48h = inhibits P. falciparum growth in the first generation, 48 h; P. falciparum luciferase growth in erythrocytes, 48 h; Potency, µM (titrated, usually from 28.7 µM), without a hit: at the top dose activity change, negative = inhibition, actives largely listed as inhibitors; 5.9% of 310,000 active
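Luminescence readout; reporter = integrated firefly luciferase in P. falciparum. RBC culture at 2% hematocrit, 0.1% parasitemia final, 37 C/5% CO2; decreased signal taken as growth inhibition.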
LmPK inh = inhibitors of Leishmania mexicana pyruvate kinase. Q27686. purified LmPK, Kinase-Glo ATP luminescence, 1 h. Potency, µM (series often up to 57.5 µM), without a hit: top-dose activity change, negative = inhibition, most hits filed as inhibitors. 0.37% of 290,000 active. AID 1721
Target sequence (Q27686 whole entry, looked up): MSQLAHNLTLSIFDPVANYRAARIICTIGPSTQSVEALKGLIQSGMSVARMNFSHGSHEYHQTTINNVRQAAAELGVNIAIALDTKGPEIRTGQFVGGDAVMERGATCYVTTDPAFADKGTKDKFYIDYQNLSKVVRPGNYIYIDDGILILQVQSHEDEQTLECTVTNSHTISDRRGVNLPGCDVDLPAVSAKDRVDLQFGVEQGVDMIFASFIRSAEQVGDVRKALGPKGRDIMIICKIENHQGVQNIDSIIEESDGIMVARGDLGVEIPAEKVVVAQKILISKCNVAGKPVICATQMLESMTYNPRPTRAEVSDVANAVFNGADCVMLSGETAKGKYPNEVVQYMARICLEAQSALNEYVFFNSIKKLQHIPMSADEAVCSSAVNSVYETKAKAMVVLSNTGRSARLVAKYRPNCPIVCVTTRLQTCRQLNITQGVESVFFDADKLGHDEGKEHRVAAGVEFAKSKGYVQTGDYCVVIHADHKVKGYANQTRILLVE
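Screened at intermediate enzyme activity to detect both inhibitors and activators: LmPK at 0.1 nM, with a 0.5 nM enzyme column as activation reference. PEP 0.5 mM, ADP 0.1 mM; ATP detected by luminescence after 1 h.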
Pf growth 96h = P. falciparum growth inhibition at 96 hours | P. falciparum luciferase reporter growth, 96 h | Potency, µM (series often up to 28.7 µM), without a hit: at the top dose activity change, negative = inhibition, actives largely listed as inhibitors | 6.9% of 320,000 active | AID 504834
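Erythrocytes infected with luciferase-expressing P. falciparum were dispensed at 2% hematocrit and 0.05% parasitemia (final), then incubated with compounds 96 hours at 37 C in 5% CO2. Luminescence after detection reagent addition reported growth.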
* hit, by the source's call; & = joins results of further samples; [ ] = dose if it differs, or a comment. Calls come from the whole dose curve; as a rule, active = well fitted curve in the direction sought with a large enough effect; inconclusive = small, poorly fitted or top-dose-only effect, or another doubt; inactive = no such curve, though single readings can be large; an effect the other way counts as inactive or inconclusive. % is set by controls: 0 for no effect and ±100 for the full control effect; potency is the fitted concentration of half-maximal effect.

`CC(=O)Nc1ncc(Cc2cccc(Cl)c2)s1` gave Tb PYK inh -3%, HCV inh -17%, Sm TGR inh 0%, Pf growth 48h -2%, LmPK inh 1% and Pf growth 96h 20%.
For CCc1ccc(-c2csc(-c3c[nH]c4ccccc34)n2)cc1 the results were Tb PYK inh -11%, HCV inh inconclusive, Sm TGR inh -6%, Pf growth 48h 91%[activator], LmPK inh -3% and Pf growth 96h inconclusive.
`CCN1CCN(c2nc3ccccc3nc2C(C#N)C(=O)OC2CCCCC2)CC1` (configuration not stated) gave Tb PYK inh -1%, HCV inh inconclusive, Sm TGR inh 9%&-1%, Pf growth 48h inconclusive, LmPK inh -5% and Pf growth 96h inconclusive.
For O=C1c2ccccc2C(=O)N1c1ccc(Cc2ccncc2)cc1 the results were Tb PYK inh 3%, HCV inh 0%, Sm TGR inh -22%, Pf growth 48h 27%, LmPK inh -3% and Pf growth 96h -2%.
`CCCN(CC1CC1)CC(O)c1ccccc1` (configuration not stated) gave Tb PYK inh 0%, HCV inh 7%, Sm TGR inh 6%, Pf growth 48h 15µM*, LmPK inh 2% and Pf growth 96h 13µM*.
O=C1/C(=C/c2cccnc2)Oc2cc(OS(=O)(=O)c3ccccc3)ccc21 was read as Tb PYK inh 5%, HCV inh inconclusive, Sm TGR inh -2%, LmPK inh 2% and Pf growth 96h inconclusive.
`Cc1cc(C(=O)Nc2c(C)n(C)n(-c3ccccc3)c2=O)c(C)o1` gave Tb PYK inh -3%, HCV inh 14%, Sm TGR inh -5%, Pf growth 48h -19%, LmPK inh 0% and Pf growth 96h 71%[activator].
`CC(O)c1nc2cc([N+](=O)[O-])ccc2n1Cc1ccccc1` (configuration not stated) gave Tb PYK inh 0%, HCV inh -22%, Sm TGR inh -3%, Pf growth 48h 13µM*, LmPK inh 0% and Pf growth 96h -14%.
Screening Cc1cccc(Cn2cnc3ccccc32)c1 returned Tb PYK inh -4%, HCV inh -14%, Sm TGR inh 2%, LmPK inh 10% and Pf growth 96h inconclusive.
For CC(=O)c1ccc(-c2cccc(-c3nc4ccccn4c3NC3CCCCC3)c2)cc1 the results were Tb PYK inh -3%, HCV inh 10µM*, Sm TGR inh -1%, Pf growth 48h 12µM* and Pf growth 96h inconclusive.
`CCC1CCCCN1C(=O)Cn1c(=O)n(CCC(=O)NCc2ccco2)c(=O)c2sccc21` (configuration not stated) gave Tb PYK inh -5%, HCV inh 31%[activator], Sm TGR inh 0%, Pf growth 48h -16%, LmPK inh -1% and Pf growth 96h 5.2µM*.
For CC(C)(C)c1ccc(OCC(=O)N2CCCCCC2)c(Br)c1 the results were Tb PYK inh 4%, HCV inh 11%, Pf growth 48h -64%, LmPK inh 0% and Pf growth 96h inconclusive.
Screening O=C(N/N=C/c1ccccn1)c1ccc(N/N=C/c2ccccn2)cc1 returned Tb PYK inh -8%, HCV inh 14%, Sm TGR inh -3%, Pf growth 48h inconclusive, LmPK inh -5% and Pf growth 96h inconclusive.
CCCC(C(=O)NCC1CCCO1)N(C(=O)CNS(=O)(=O)c1ccccc1)c1ccc(F)cc1 (configuration not stated) was read as Tb PYK inh 2%, HCV inh 9%, Sm TGR inh -9%, Pf growth 48h -4%, LmPK inh -2% and Pf growth 96h 12%.
For CCc1noc(C)c1C(=O)Nc1cc(S(=O)(=O)N2CCOCC2)ccc1OCC(F)(F)F the results were Tb PYK inh 5%, HCV inh inconclusive, Sm TGR inh 3%, Pf growth 48h -1% and Pf growth 96h -9%.
For Nc1ccc(C(=O)Oc2ccc([N+](=O)[O-])cc2)c(O)c1 the results were Sm TGR inh 28µM*, Pf growth 48h 5%, LmPK inh 2% and Pf growth 96h 99%[activator].
Screening CCn1cc(C(=O)NCC(=O)NC(C)(C)CO)c(=O)c2cc3c(cc21)OCO3 returned Tb PYK inh 0%, HCV inh 0%, Sm TGR inh 10%, Pf growth 48h 21%, LmPK inh 0% and Pf growth 96h 33%[activator].
CNc1oc(-c2cccc3ccccc23)nc1C#N was read as Tb PYK inh 4%, HCV inh inconclusive, Sm TGR inh -7%, Pf growth 48h 44%[activator], LmPK inh 3% and Pf growth 96h 16%.
`O=C1CC(N2CCN(c3ccc(F)cc3)CC2)C(=O)N1c1ccccc1` (configuration not stated) gave Tb PYK inh 0%, HCV inh 2%, Sm TGR inh 50µM*, Pf growth 48h 4%, LmPK inh 1% and Pf growth 96h -7%.
Screening O=C(Cc1cc(=O)[nH]c(=O)[nH]1)NCc1ccc(Cl)cc1 returned Tb PYK inh 3%, HCV inh -15%[8.37 µM], Sm TGR inh -16%, Pf growth 48h 37%[activator], LmPK inh 4% and Pf growth 96h -6%.

The last 5 compounds of the section above open the next one:
For Nc1ccc(C(=O)Oc2ccc([N+](=O)[O-])cc2)c(O)c1 the results were Sm TGR inh 28µM*, Pf growth 48h 5%, LmPK inh 2% and Pf growth 96h 99%[activator].
Screening CCn1cc(C(=O)NCC(=O)NC(C)(C)CO)c(=O)c2cc3c(cc21)OCO3 returned Tb PYK inh 0%, HCV inh 0%, Sm TGR inh 10%, Pf growth 48h 21%, LmPK inh 0% and Pf growth 96h 33%[activator].
CNc1oc(-c2cccc3ccccc23)nc1C#N was read as Tb PYK inh 4%, HCV inh inconclusive, Sm TGR inh -7%, Pf growth 48h 44%[activator], LmPK inh 3% and Pf growth 96h 16%.
`O=C1CC(N2CCN(c3ccc(F)cc3)CC2)C(=O)N1c1ccccc1` (configuration not stated) gave Tb PYK inh 0%, HCV inh 2%, Sm TGR inh 50µM*, Pf growth 48h 4%, LmPK inh 1% and Pf growth 96h -7%.
Screening O=C(Cc1cc(=O)[nH]c(=O)[nH]1)NCc1ccc(Cl)cc1 returned Tb PYK inh 3%, HCV inh -15%[8.37 µM], Sm TGR inh -16%, Pf growth 48h 37%[activator], LmPK inh 4% and Pf growth 96h -6%.
For CS/C(=N/S(=O)(=O)c1ccc(C)cc1)c1ccccc1 the results were Tb PYK inh 5%, HCV inh -6%, Sm TGR inh -2%, Pf growth 48h 0%, LmPK inh -1% and Pf growth 96h inconclusive.
For COc1ccc(-n2nc(C(=O)NCc3cc(OC)ccc3OC)c3c4ccccc4n(C)c3c2=O)cc1 the results were Tb PYK inh -5%, HCV inh -2%, Sm TGR inh 5%, Pf growth 48h -8%, LmPK inh -4% and Pf growth 96h inconclusive.
Cc1nc2sccn2c(=O)c1Cl was read as Tb PYK inh -4%, HCV inh -8%, Sm TGR inh inconclusive, Pf growth 48h -8%, LmPK inh 3% and Pf growth 96h -26%.
CC(=O)c1c(C)[nH]c(C(=O)COC(=O)CCOc2ccc(C)cc2)c1C was read as Tb PYK inh 2%, HCV inh 21%, Sm TGR inh -12%, Pf growth 48h -22% and Pf growth 96h -10%.
`Cn1c(/C=N/O)nc2ccccc21` gave Tb PYK inh 1%, HCV inh 22%, Sm TGR inh -22%, Pf growth 48h 29%, LmPK inh -1% and Pf growth 96h 27%.
`O=C(NCc1ccc(Cl)cc1)C(=O)NCC(c1ccco1)N1CCOCC1` (configuration not stated) gave Tb PYK inh -9%, HCV inh 39%[activator], Sm TGR inh -17%, Pf growth 48h -5%, LmPK inh 1% and Pf growth 96h 22%.
CC(C)c1ccc(NC2CCCN(C(=O)c3ccoc3)C2)cc1 (configuration not stated) was read as Tb PYK inh 4%, HCV inh inconclusive, Sm TGR inh -4%, Pf growth 48h 0%, LmPK inh -8% and Pf growth 96h 0%.
CCCC(c1nnnn1CC1CCCO1)N1CCN(c2cc(Cl)ccc2C)CC1 (configuration not stated) was read as Tb PYK inh -16%, HCV inh -20%, Sm TGR inh 4%, Pf growth 48h 13µM*, LmPK inh 8% and Pf growth 96h -1%.
For Cc1ccnc(NC(=O)c2ccc(S(=O)(=O)c3ccccc3)cc2)c1 the results were Tb PYK inh 1%, HCV inh -9%, Sm TGR inh 1%, Pf growth 48h inconclusive, LmPK inh -1% and Pf growth 96h 29%[5.75 µM].
`COc1ccccc1N(C(=O)c1csnn1)C(C(=O)NC1CCCC1)c1ccccc1` (configuration not stated) gave Tb PYK inh 3%, HCV inh 11%, Sm TGR inh -6%, Pf growth 48h 7%, LmPK inh 0% and Pf growth 96h 6%.
`O=C(Cn1nc(Cc2ccncc2)c2ccccc2c1=O)N1CCN(C(=O)c2ccco2)CC1` gave Tb PYK inh 3%, HCV inh 15%&0%, Sm TGR inh -27%, Pf growth 48h -1%, LmPK inh -5% and Pf growth 96h -4%.
Screening Cc1c(C)c2ccc(OCC(=O)N[C@@H](Cc3c[nH]c4ccccc34)C(=O)O)cc2oc1=O returned Tb PYK inh 6%, HCV inh 6%, Sm TGR inh 9%, Pf growth 48h 9%, LmPK inh -5% and Pf growth 96h 8%.
`Cc1ccc(Nc2ncccc2C(N)=O)cc1` gave Tb PYK inh -11%, HCV inh 3%, Sm TGR inh -14%, Pf growth 48h 193%[activator], LmPK inh 1% and Pf growth 96h 157%[activator].
For CCSc1nnc(NC(=O)c2c(C)noc2C)s1 the results were Tb PYK inh 2%, HCV inh 12%, Sm TGR inh 14%, Pf growth 48h -10%, LmPK inh -8% and Pf growth 96h inconclusive.
For COc1ccc(C(=O)Nc2cccc3c2C(=O)NC3=O)cc1S(=O)(=O)N1CCOCC1 the results were Tb PYK inh -3%, HCV inh -4%, Sm TGR inh -4%, Pf growth 48h inconclusive, LmPK inh 0% and Pf growth 96h inconclusive.
Screening CCc1ccc(NC(=O)c2ccc(NC3=NC4CS(=O)(=O)CC4S3)cc2)cc1 (configuration not stated) returned Tb PYK inh 1%, HCV inh -6%, Sm TGR inh -15%, Pf growth 48h -4%, LmPK inh -4% and Pf growth 96h inconclusive.
Cc1ccc(NC(=O)CSc2ccc(-c3cccnc3)nn2)cc1Cl was read as Tb PYK inh 0%, HCV inh inconclusive, Sm TGR inh 5%, Pf growth 48h -8%, LmPK inh -1% and Pf growth 96h -29%.
Screening O=C(O)CCN1C(=O)NC2(CCCC2)C1=O returned Tb PYK inh -20%, HCV inh 22%, Sm TGR inh 14%[11.4 µM], LmPK inh 4% and Pf growth 96h -11%.
Screening CC(C)N1CC(C(=O)Nc2ccccc2)CC1=O (configuration not stated) returned Tb PYK inh -6%, HCV inh 11%, Sm TGR inh 0%, Pf growth 48h 19%, LmPK inh -1% and Pf growth 96h 8%.
Screening O=C(C1=NN[C@@H]2C(=O)N(c3cccc(F)c3)C(=O)[C@H]12)c1cnccn1 returned Tb PYK inh 4%, HCV inh 12%, Sm TGR inh 3.2µM*, Pf growth 48h 37%[activator], LmPK inh 1% and Pf growth 96h 57%[activator].
Screening COc1ccccc1/C=C(/C#N)C(=O)O returned Tb PYK inh -1%, HCV inh -8%, Sm TGR inh 3%, Pf growth 48h 4%, LmPK inh 0% and Pf growth 96h 1%.

Arranged by length of the SMILES (high to low): part of the list above.
Screening Cc1c(C)c2ccc(OCC(=O)N[C@@H](Cc3c[nH]c4ccccc34)C(=O)O)cc2oc1=O returned Tb PYK inh 6%, HCV inh 6%, Sm TGR inh 9%, Pf growth 48h 9%, LmPK inh -5% and Pf growth 96h 8%.
For COc1ccc(-n2nc(C(=O)NCc3cc(OC)ccc3OC)c3c4ccccc4n(C)c3c2=O)cc1 the results were Tb PYK inh -5%, HCV inh -2%, Sm TGR inh 5%, Pf growth 48h -8%, LmPK inh -4% and Pf growth 96h inconclusive.
CCCC(c1nnnn1CC1CCCO1)N1CCN(c2cc(Cl)ccc2C)CC1 (configuration not stated) was read as Tb PYK inh -16%, HCV inh -20%, Sm TGR inh 4%, Pf growth 48h 13µM*, LmPK inh 8% and Pf growth 96h -1%.
